Screening results (PubChem)
DTT redox prof – compounds producing H2O2 with reducing agent – biochemical, NIH compound library profiling, artefact control for MLSCN library redox annotation, primary screen | DTT-dependent redox cycling H2O2, phenol red/HRP absorbance; 100% = 100 µM peroxide control, 0% = buffer | activation, % at 10 µM | actives 0.03% (n = 200,000) | AID 878;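 active means activation of at least 50% relative to the plate's high and low controls in the primary single-dose screen; inactive means activation below 50%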;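 further: compound incubated with DTT at 0.8 mM final as the reducing agent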
G6PDH CS – inhibits Leuconostoc G6PDH, flagging false hits in G6PDH-based assays | actives 0.12% (n = 200,000) | Purified L. mesenteroides G6PDH, diaphorase/resazurin coupled fluorescence, 45 min | inhibition, % at 5 µM; in the data active means inhibition above about 50%
APP 5'UTR act – activates APP 5'UTR luciferase reporter. SH-SY5Y APP 5'UTR luciferase reporter, luminescence; zero percent = DMSO vehicle wells. activation, % at 2 µM. actives 1% (n = 190,000). AID 1276;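 active means activation above a set limit, based on mean plus 3 SD of controls, cut at about 140% in these data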; further: values of inactives mirror those of a sister screen read the other way
FLuc inhib CS – counter-screen for luciferase assay inhibitors: firefly luciferase inhibition; P08659; ATPLite firefly luciferase biochemical luminescence, 10 min; inhibition, % at 10 µM; actives 1.5% (n = 200,000); AID 1006;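 active means inhibition above about 50% when tested at 10 µM, limit read from the data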
Target sequence (P08659 whole entry, looked up): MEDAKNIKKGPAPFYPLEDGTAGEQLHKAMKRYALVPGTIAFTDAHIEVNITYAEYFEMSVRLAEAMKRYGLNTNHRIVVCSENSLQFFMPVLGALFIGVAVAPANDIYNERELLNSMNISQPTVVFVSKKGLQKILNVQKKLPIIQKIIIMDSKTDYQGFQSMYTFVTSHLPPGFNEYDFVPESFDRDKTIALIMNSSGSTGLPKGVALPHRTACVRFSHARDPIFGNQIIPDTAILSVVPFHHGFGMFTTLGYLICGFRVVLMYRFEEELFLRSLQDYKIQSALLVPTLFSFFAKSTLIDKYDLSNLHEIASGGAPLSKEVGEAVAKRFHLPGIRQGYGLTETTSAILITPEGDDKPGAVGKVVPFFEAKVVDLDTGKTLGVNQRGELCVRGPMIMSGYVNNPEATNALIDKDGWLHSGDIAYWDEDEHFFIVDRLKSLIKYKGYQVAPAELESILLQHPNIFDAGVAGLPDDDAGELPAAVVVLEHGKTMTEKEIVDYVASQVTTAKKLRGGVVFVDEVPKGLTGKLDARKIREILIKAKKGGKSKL
FLuc act counter – affects firefly luciferase, flagging false hits in luciferase stimulation screens; activation factor at 10 µM; AID 1027; ATPlite luciferase biochemical, luminescence, 10 min; 0 = ATP-free wells, 1 = DMSO control; 200,000 tested, under 10 active;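 active means luciferase activation factor, scaled between plate controls, of at least 2 with compound at 10 µM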
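System: cell-free luciferase reagent; medium: PBS as buffer for the ATP substrate; doses: test compounds dosed from 2 mM stocks in 100% DMSO; incubation: 10 min, room temperature; measured by: luminescence from luciferase reaction; read-out: luciferase activation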
Hsp70 activator – Hsp70 transcriptional activation, primary screen. actives 0.04% (n = 200,000). activation, % at 10 µM. AID 1203. HeLa Hsp70 promoter luciferase reporter, luminescence; scaled: vehicle 0, proteasome-inhibitor control 100%;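 active means activation above the mean across all tested compounds plus 3 SD, cutoff set per campaign, cut at about 5.5% in these data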;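 further: 100% = MG132 at 30 µM as the positive control and 0% = DMSO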
Efa HMGR inh – E. faecalis class II HMG-CoA reductase inhibition | purified E. faecalis HMGR, NADPH absorbance 340 nm kinetic | inhibition, % at 10 µM | actives 0.41% (n = 190,000) | AID 1066;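 active means inhibition above a set limit, the median over all tested compounds plus 3 SD, cut at about 9.5% in these data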;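 further: enzyme runs in reverse so mevalonate oxidation gives rising NADPH absorbance; 0% = complete reaction with DMSO and 100% = background rate lacking mevalonate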
APP transl inh – APP translation inhibition; SH-SY5Y APP 5'UTR-luciferase reporter, luminescence; inhibition, % at 2 µM; actives 0.82% (n = 190,000); AID 1285;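 active means inhibition above a set limit, derived from the sample mean plus 3 SD, cut at about 45% in these data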; further: values of inactives mirror those of a sister screen read the other way
NF-kB neuron act – NF-kB expression increase, human neuronal cells; NF-kB reporter expression; stronger effect = higher value; fold change at 12.5 µM; actives 1.6% (n = 190,000); AID 1239; in the data active means fold change above about 3.3
STAT1 activator – increases IFN-gamma driven STAT1 reporter signal. actives 2.6% (n = 200,000). NIH 3T3 STAT1-luciferase reporter, luminescence; 100% = IFN-gamma alone, no compound. AID 932. activation (% of control), % at 5.5 µM;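 active means activation above the screen-wide mean activation plus 3 SD, cut at about 130% in these data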;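 further: raw ratio to IFN-gamma control signal so 100% means no change and 0% no light; values of inactives mirror those of a sister screen read the other way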
An asterisk follows results filed as active; nt = not tested or not shown; & = joins results of further samples. An excerpt, so the mix of outcomes need not match the whole.

1. CCOc1ccccc1NC(=O)N1CCC2(CC1)OCCO2
2. CC(C)C(=O)c1cn(Cc2ccccc2C#N)c2ccccc12
3. COc1cc2c(cc1O)C[C@H]1NCCc3cc4c(c-2c31)OCO4
4. O=C(COC(=O)Cc1ccccc1)Nc1cccnc1Cl
5. C=CC1CN2CCC1CC2c1[nH]c2ccccc2c1CCO (stereo not drawn)
6. CN(C)C(=O)Oc1ccc(OCc2n(C)c3ccccc3[n+]2C)cc1
7. Cc1cccc(OCC(=O)N2CCN(Cc3ccc4c(c3)OCO4)CC2)c1
8. O=C(c1ccc(Cl)cc1)C1CCCN(Cc2cccc3cccnc23)C1 (stereo not drawn)

assay / compound	1	2	3	4	5	6	7	8
DTT redox prof	0.2	0.0	-0.1	-0.5	-0.3	-0.2	1.0	-0.3
G6PDH CS	7	-1	28	4	4	5	4	10
APP 5'UTR act	7	20	-7	-11	-11	9	-3	-9
FLuc inhib CS	-5	-7	-8	-3	0	-7	-5	-5
FLuc act counter	1	1.1	1.1	1	1	1.1	1.1	1
Hsp70 activator	-0.4	-0.2	-0.5	-0.1	-0.2	-0.4	-0.2	-0.2
Efa HMGR inh	-1	-4	2	-8	-2	0	-5	-1
APP transl inh	-6	-20	7	11	11	-9	2	9
NF-kB neuron act	0.89	0.96	0.67	0.99	1.1	1	0.96	1.1
STAT1 activator	104	103	105	107	96	99	95	94

9. CCC(=NCc1ccco1)c1c(O)n(-c2ccc(C)cc2)c(=O)[nH]c1=O
10. CC1(C)CC2(CCO1)NCCN1C(=O)CSC12 (stereo not drawn)
11. CC(=NCC1CCCO1)c1c(O)n(C)c(=O)n(C)c1=O (stereo not drawn)
12. COc1ccc(N2C(=O)NC(=O)/C(=C/c3ccc(N4CCOCC4)cc3)C2=O)cc1
13. CCCCn1c(O)c(C(CC)=NCc2ccco2)c(=O)[nH]c1=O
14. CCCCn1c(O)c(C(C)=NCCCn2ccnc2)c(=O)[nH]c1=O
15. COc1ccc(CN2C(=O)NC(=O)/C(=C\c3cc(OC)c(OC)c(OC)c3)C2=O)cc1
16. N#CCN1CCN(c2ccc(C(F)(F)F)cc2)CC1

assay / compound	9	10	11	12	13	14	15	16
DTT redox prof	0.3	2.3	3.2	-0.6	-3.8	0.7	-1.7	-0.2
G6PDH CS	8	2	3	0	-1	7	-2	-1
APP 5'UTR act	6	-4	4	-5	4	9	1	19
FLuc inhib CS	-3	-5	-8	-1	-6	-3	-10	-6
FLuc act counter	1	1.1	1.1	1	1.1	1	1.1	1.1
Hsp70 activator	-0.3	-0.4	-0.4	0.0	0.2	-0.5	0.2	0.6
Efa HMGR inh	-1	-1	-7	3	-13	-2	-4	0
APP transl inh	-6	4	-4	5	-4	-9	-1	-19
NF-kB neuron act	1.1	1.3	0.89	1	1.1	1.1	0.97	0.89
STAT1 activator	97	98	97	103	99	102	103	101

Of the compounds above, 2 contain a cyano group.
2. CC(C)C(=O)c1cn(Cc2ccccc2C#N)c2ccccc12
16. N#CCN1CCN(c2ccc(C(F)(F)F)cc2)CC1

assay / compound	2	16
DTT redox prof	0.0	-0.2
G6PDH CS	-1	-1
APP 5'UTR act	20	19
FLuc inhib CS	-7	-6
FLuc act counter	1.1	1.1
Hsp70 activator	-0.2	0.6
Efa HMGR inh	-4	0
APP transl inh	-20	-19
NF-kB neuron act	0.96	0.89
STAT1 activator	103	101

Next records.
17. Cc1c(C(=O)N2CCC3(CC2)OCCO3)oc2ccccc12
18. COc1ccc2oc3c(c2c1)NC(=O)CN=C3c1ccccc1
19. O=c1[nH]c(=O)n(C2CCCCCC2)c(O)c1C=NCCCN1CCOCC1
20. CCN(CC)c1ccc(CNCCc2ccc(F)cc2)cc1
21. CN=C(SCc1ccccc1)c1c(O)n(C)c(=O)n(C)c1=O
22. O=C(c1ccc(CS(=O)(=O)c2ccccc2)o1)N1CCC2(CC1)OCCO2
23. COc1ccc(-n2c(O)c(C(C)=NCCCn3ccnc3)c(=O)[nH]c2=O)cc1
24. CN(C)CC#CCC(O)(c1ccccc1)C1CCCC1 (stereo not drawn)

assay / compound	17	18	19	20	21	22	23	24
DTT redox prof	-0.3	-0.2	2.9	-0.2	-0.3	3.3	-4.0	0.5
G6PDH CS	14	11	12	-7	-6	32	4	4
APP 5'UTR act	4	20	-3	16	3	1	3	-5
FLuc inhib CS	-3	-8	-8	-4	-7	1	-13	-6
FLuc act counter	1	1.1	1.1	1	1.1	1	1.1	1.1
Hsp70 activator	0.0	0.2	0.0	-0.5	0.3	-0.2	0.1	-0.1
Efa HMGR inh	-2	-4	3	0	nt	-1	-1	-1
APP transl inh	-4	-20	3	-16	-4	-1	-3	5
NF-kB neuron act	1.3	0.91	1.1	1.2	nt	0.97	1.1	1
STAT1 activator	101	88	96	106	89	96	103	90

25. Cn1c[n+](C)cc1C(O)c1ccccc1 (stereo not drawn)
26. COc1ccc(C(=O)C2CCCN(Cc3ccc(C)s3)C2)c(OC)c1 (stereo not drawn)
27. COc1ccc(OC)c(NC2=NCCS2)c1
28. Cc1ccccc1-n1c(O)c(/C=N/c2nccs2)c(=O)[nH]c1=O
29. C=CCn1c(O)c(C(C)=NCCC(c2ccccc2)c2ccccc2)c(=O)[nH]c1=O
30. CCN(CC)C(=O)c1ccc(NC(=O)COc2ccccc2F)cc1
31. C=CCn1c(O)c(C=Nc2ccc(OC)cc2C)c(=O)[nH]c1=O
32. COc1ccc(C2SCC(=O)Nc3c2c(C)nn3C2CCOC(C)(C)C2)cc1 (stereo not drawn)

assay / compound	25	26	27	28	29	30	31	32
DTT redox prof	2.1&0.4	0.3	-0.9	-0.4&-0.4	0.6	-2.0	0.2	-5.1
G6PDH CS	6&0	2	-4	10&8	-15	12	-6	1
APP 5'UTR act	-6&5	3	2	-8&-11	-9	-4	0	16
FLuc inhib CS	-2&-5	-8	-6	-1&-3	-4	4	6	-5
FLuc act counter	1&1	1.1	1.1	1&1	1	1	0.9	1
Hsp70 activator	0.2&0.4	0.0	-0.3	-0.1&-0.1	-0.3	0.2	-0.1	0.2
Efa HMGR inh	-11&0	4	3	2&-1	-8	0	-2	4
APP transl inh	6&-5	-3	-2	8&11	9	4	0	-16
NF-kB neuron act	1.9&1.2	1	1	1.1&1	1	1.4	0.97	1.3
STAT1 activator	98&93	87	81	102&91	99	110	110	99

33. O=[N+]([O-])c1cccc(CN2CCN(Cc3ccc(Br)cc3)CC2)c1
34. COc1ccc2nc(NC3=NCCN3)sc2c1
35. CCC12CN3CCN(CC(C3)/C1=N\O)C2
36. Cn1c(O)c(N=Nc2cccc(S(=O)(=O)N3CCOCC3)c2)c(=O)n(C)c1=O
37. CNc1cc(Cl)c2nonc2c1[N+](=O)[O-]
38. Cc1nc2ccccn2c1P(=S)(N1CCCCC1)N1CCCCC1
39. NCCCCCC(=O)OC1N=C(c2ccccc2Cl)c2cc(Br)ccc2NC1=O (stereo not drawn)
40. C=CCN1C(=O)/C(=C/c2ccc3c(c2)CCCN3CCC)C(=O)NC1=S

assay / compound	33	34	35	36	37	38	39	40
DTT redox prof	-3.3	0.1	0.8	-0.3	0.5	0.2	-0.4	0.3
G6PDH CS	6	-2	7	0	6	6	5	-16
APP 5'UTR act	28	56	14	-10	-85	9	16	-9
FLuc inhib CS	-4	57*	-6	0	-6	-3	-4	8
FLuc act counter	1	0.4	1.1	1	1.1	1	1	0.9
Hsp70 activator	-0.2	-0.4	0.6	-0.2	18*	-0.2	-0.3	0.1
Efa HMGR inh	1	0	-1	6	-1	-2	-1	3
APP transl inh	-28	-56	-14	10	84*	-9	-16	9
NF-kB neuron act	0.89	3	1	1	0.91	1	0.97	0.77
STAT1 activator	89	140*	104	94	141*	91	105	105

Whole records as entered above. Order of screens: DTT redox prof | G6PDH CS | APP 5'UTR act | FLuc inhib CS | FLuc act counter | Hsp70 activator | Efa HMGR inh | APP transl inh | NF-kB neuron act | STAT1 activator
Cc1nc2ccccn2c1P(=S)(N1CCCCC1)N1CCCCC1 in the list: 0.2 | 6 | 9 | -3 | 1 | -0.2 | -2 | -9 | 1 | 91
CCC12CN3CCN(CC(C3)/C1=N\O)C2 in the list: 0.8 | 7 | 14 | -6 | 1.1 | 0.6 | -1 | -14 | 1 | 104

Going on with the list:
41. Cc1ccc2c(c1)C1CN(C)CCC1N2C(=O)c1ccc(Br)o1 (stereo not drawn)
42. Nc1ccccc1N=Cc1c(O)n(CCC2=CCCCC2)c(=O)[nH]c1=O
43. CCC(=O)c1ccc(OC)c(OC)c1
44. O=C1NC(=O)C(C/C=C/c2ccccc2)C(=O)N1
45. CN1CCN(c2ccc(C(N)=O)cc2N)CC1
46. Cc1ccc(-n2nc(C)c3c2NC(=O)CSC3c2ccc3c(c2)OCO3)cc1 (stereo not drawn)
47. Cc1nonc1OCCNc1ccc([N+](=O)[O-])c2cccnc12
48. Cc1ccccc1C1=NCC(=O)N(CC(=O)N2CCCCC2)c2sc(C)c(C)c21

assay / compound	41	42	43	44	45	46	47	48
DTT redox prof	0.2	1.4	-0.7	-1.8	-0.4	2.0	0.8	2.4
G6PDH CS	12	14	0	1	-1	10	-1	10
APP 5'UTR act	8	122	0	-23	10	56	-16	2
FLuc inhib CS	0	0	-6	-3	-3	-7	1	-8
FLuc act counter	1	1	1.1	1	1	1.1	1	1.1
Hsp70 activator	0.0	0.1	-0.1	-0.3	0.4	0.0	-0.1	-0.2
Efa HMGR inh	0	-7	1	-2	4	-4	-3	6
APP transl inh	-8	-122	0	23	-10	-56	16	-2
NF-kB neuron act	1.1	1.3	1.4	0.98	0.86	0.91	0.94	0.97
STAT1 activator	99	123	99	93	97	106	98	102

49. CN(C)c1ccc(CN2CC=C(c3ccc(F)cc3)CC2)cc1
50. OC1(c2ccccc2F)CC2CCC(C1)N2CCN1CCOCC1 (stereo not drawn)
51. CCOC(=O)N(c1ccccc1)P1(=S)OCCO1
52. CCCSP1(=S)NCCCO1 (stereo not drawn)

assay / compound	49	50	51	52
DTT redox prof	3.4	1.3	4.5	0.1
G6PDH CS	-7	13	-5	15
APP 5'UTR act	0	9	5	12
FLuc inhib CS	-8	-7	-7	-2
FLuc act counter	1.1	1.1	1.1	1
Hsp70 activator	-0.1	-0.2	0.0	-0.2
Efa HMGR inh	-7	-4	-4	1
APP transl inh	0	-9	-5	-12
NF-kB neuron act	1.2	1	0.91	0.84
STAT1 activator	108	98	102	101
